# Screening results (PubChem)
# SF-1 act: activates the human nuclear receptor SF-1 | Q13285 | CHO-K1 Gal4-SF-1 LBD luciferase reporter; % increase over DMSO SF-1-specific signal | activation, % at 10 µM | 1.9% of 65,000 active;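 active = activation above the mean activation of all tested compounds plus 3 SD, cut at about 50% in these data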
# Target sequence (Q13285 whole entry, looked up, the tested form may be a part): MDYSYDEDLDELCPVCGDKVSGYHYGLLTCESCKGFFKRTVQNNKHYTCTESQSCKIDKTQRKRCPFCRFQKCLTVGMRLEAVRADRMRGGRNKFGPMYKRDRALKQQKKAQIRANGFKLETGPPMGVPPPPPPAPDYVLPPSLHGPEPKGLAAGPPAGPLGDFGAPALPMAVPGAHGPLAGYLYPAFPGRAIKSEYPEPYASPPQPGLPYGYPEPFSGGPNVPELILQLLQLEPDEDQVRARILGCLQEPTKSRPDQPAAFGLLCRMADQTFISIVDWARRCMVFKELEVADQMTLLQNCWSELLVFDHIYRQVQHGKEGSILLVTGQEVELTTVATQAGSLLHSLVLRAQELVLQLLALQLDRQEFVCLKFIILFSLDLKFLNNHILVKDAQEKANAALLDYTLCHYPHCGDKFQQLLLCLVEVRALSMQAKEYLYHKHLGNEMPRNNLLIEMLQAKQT
#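 Compound – one dose, 10 µM compound, 1% DMSO · Test system – transient Gal4-SF-1 LBD reporter, CHO-K1 · Input – 4,000 cells in each well · Read-out basis – percent activation relative to DMSO median and mock-transfected background · Replicates – single measurement per compound · Technique – steady-glow luciferase luminescence, read after 15 min reagent incubation · Timing – 20 h compound treatment, 37 °C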
# TNAP act mid DEA: human TNAP activation, intermediate phosphate acceptor | AID 813 | activation factor at 20 µM | purified TNAP, CDP-star luminescence, 100 mM DEA, 30 min; active compounds read high; scale: 0 levamisole-inhibited, 1 vehicle-only enzyme | 64,000 tested, under 10 active | P05186;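 active = activation factor of at least 2 at 20 µM, relative to controls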
# Target sequence (P05186 whole entry, looked up): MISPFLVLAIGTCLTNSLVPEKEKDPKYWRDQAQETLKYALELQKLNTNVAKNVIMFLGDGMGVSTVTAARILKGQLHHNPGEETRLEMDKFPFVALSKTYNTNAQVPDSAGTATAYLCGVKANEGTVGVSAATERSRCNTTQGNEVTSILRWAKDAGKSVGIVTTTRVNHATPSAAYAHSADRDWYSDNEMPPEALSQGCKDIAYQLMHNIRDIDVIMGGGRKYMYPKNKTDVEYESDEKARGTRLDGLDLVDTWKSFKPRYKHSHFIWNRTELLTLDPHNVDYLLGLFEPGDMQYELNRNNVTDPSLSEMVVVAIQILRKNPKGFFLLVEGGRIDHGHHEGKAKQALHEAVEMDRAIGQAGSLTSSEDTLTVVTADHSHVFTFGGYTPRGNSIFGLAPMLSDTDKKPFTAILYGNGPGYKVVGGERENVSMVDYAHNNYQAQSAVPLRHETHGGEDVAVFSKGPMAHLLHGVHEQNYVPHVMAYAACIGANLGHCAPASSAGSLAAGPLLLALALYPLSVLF
# RORA act: activators of human nuclear receptor RORA; P35398; activation, % at 10 µM; CHO-K1 Gal4-RORA LBD luciferase reporter, luminescence; percent increase over mock-subtracted basal signal; 1.5% of 65,000 active;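 active = activation above the mean of all tested compounds plus 3 SD, cut at about 49% in these data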;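 note: 0% = DMSO-treated RORA cells and 100% = added signal equal to DMSO minus mock-transfected cells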
# E coli RNAP: blocks E. coli RNA polymerase transcription; P0A8V2; fluorescence transcription assay; 0.2% of 62,000 active; inhibition, %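 (tested at 10 µM)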; in the data active = inhibition above about 20%;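 note: 0% = enzyme without compound and 100% = no enzyme blank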
# M1 antag: blocks the rat M1 muscarinic receptor response to acetylcholine; P08482; CHO-M1 cells, Fluo-4 calcium, ACh EC80 antagonist mode; active compounds read low; B-score at 10 µM; 3.4% of 64,000 active; AID 628;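 active = calcium fluorescence response, raw or row-and-column corrected B-score, differing from the plate sample mean either way at a set confidence level, mostly lower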
# M1 agonist: activates the M1 muscarinic receptor. CHO-M1 cells, Fluo-4 calcium fluorescence, agonist mode; active compounds read high. B-score at 10 µM. 3% of 64,000 active;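 active = fluorescence rise, raw or as B-score row- and column-corrected plate score, outside the 99.7% band of its plate's samples, either direction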
# Fluor 339 460: intrinsic fluorescence of library compounds, ex339/em460 – biochemical, MLSMR library, data from DPM-DC assay, artefact control, profiling panel. fluorescence fold increase at 10 µM. 5.5% of 65,000 active. compound autofluorescence, ex339/em460 nm, NADH buffer; active compounds read high; 1 = no-compound wells, NADH background. AID 709;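 active = at 10 µM, mean starting fluorescence two-fold or more over control wells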;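 note: signal is the first read of a kinetic run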
# NADH enzymes: inhibition of NAD/NADH coupling enzymes, library profiling. coupled PK/LDH NADH assays, four targets. IC50, µM (highest dose often 10 µM), for inactives: at the highest dose inhibition. 0.02% of 65,000 active;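 active = single-dose screening hits from any of four coupled enzyme assays that gave an IC50 when retested across doses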;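 note: the DPM-DC format reads NADH fluorescence rather than 340 nm absorbance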
# tolC growth inh: blocks growth of E. coli BW25113 tolC mutant | growth inhibition, % at 10 µM (by protocol) | OD615 | AID 573 | 2.2% of 65,000 active;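 active = growth inhibition at or above a cutoff equal to the mean over every tested compound plus 3 SD, cut at about 60% in these data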;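 note: growth measured after 20 h incubation at 37 °C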
#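 Assay system: tolC-deleted E. coli BW25113. Medium: kanamycin-containing LB broth (50 µg/mL). Dosing: 10 µM final, single dose. Timing: bacterial growth with compound for 20 h at 37 °C. Detection: A615 absorbance measurement. Read-out basis: growth inhibition in percent.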
# Numbers without * were called inactive; nt = not tested or not shown; [ ] = remark or other dose.
SMILES,SF-1 act,TNAP act mid DEA,RORA act,E coli RNAP,M1 antag,M1 agonist,Fluor 339 460,NADH enzymes,tolC growth inh
CCCOc1ccccc1NC(=O)c1c(-c2ccccc2)noc1C,-9,0.8,-1,5,-0.061,0.79,1,3%,72*
COc1ccc(S(=O)(=O)N(C)c2ccc(C(=O)NCC3CCCO3)cc2)cc1 (stereo not drawn),1,0.9,1,4,0,0.27,1.1,4%,-7
COC(=O)C(O)(CC(=O)Nc1ccc(OC(F)(F)F)cc1)C(F)(F)F (stereo not drawn),2,1,-6,9,0.56,0.52,1.1,6%,-14
CCN(CC)C(=O)C1CCCN(c2ncnc3c2cnn3-c2cccc(C)c2)C1 (stereo not drawn),1,1,-13,2,-0.043,1.3,1.1,4%,15
CN(CC(=O)NCc1cccs1)S(=O)(=O)c1cccc2nsnc12,-6,1,4,0,0.44,-1,1.1,7%,-25
Cc1ccc(CCNC(=O)C2CCN(c3nn4c(=O)cc(C)nc4s3)CC2)cc1,18,0.9,26,4,-0.0021,-0.5,1.1,6%,9
Cc1cc2nc(SCCN3CCCC3)[nH]c2cc1C,3,1,3,6,-1.9*,0.56,1.1,5%,-7
Nc1cc(Cl)c(N)cc1Cl,29,0.9,5,4,-0.37,0.13,1.1,3%,-2
Cc1cc(C(=O)Nn2cnnc2)cs1,5,0.9,-6,1,-0.12,-0.38,1.1,1%,6
CN(C(=O)NC(=O)C1=C(N2CCOCC2)/C(=C/c2ccccc2)CC1)S(C)(=O)=O,-2,0.9,0,-3,-0.026,0.2,2.9*,9%,2
c1ccc(-c2nn3c(C4CCCCC4)nnc3s2)nc1,7,0.9,-16,0,-0.77,-0.66,1.2,2%,-11
CC(C)C(NC(=O)C1CCCCC1)C(=O)Nc1ccc2c(c1)OCCO2 (stereo not drawn),38,0.9,-2,2,0.17,-0.19,1.1,6%,-5

# Full records as entered above. Screens in order: SF-1 act | TNAP act mid DEA | RORA act | E coli RNAP | M1 antag | M1 agonist | Fluor 339 460 | NADH enzymes | tolC growth inh
# Record of CN(CC(=O)NCc1cccs1)S(=O)(=O)c1cccc2nsnc12 = -6 | 1 | 4 | 0 | 0.44 | -1 | 1.1 | 7% | -25
# Record of CCCOc1ccccc1NC(=O)c1c(-c2ccccc2)noc1C = -9 | 0.8 | -1 | 5 | -0.061 | 0.79 | 1 | 3% | 72*
# Record of Cc1cc2nc(SCCN3CCCC3)[nH]c2cc1C = 3 | 1 | 3 | 6 | -1.9* | 0.56 | 1.1 | 5% | -7

# The listing picks up; the 4 compounds before the break are reprinted first.
SMILES,SF-1 act,TNAP act mid DEA,RORA act,E coli RNAP,M1 antag,M1 agonist,Fluor 339 460,NADH enzymes,tolC growth inh
Cc1cc(C(=O)Nn2cnnc2)cs1,5,0.9,-6,1,-0.12,-0.38,1.1,1%,6
CN(C(=O)NC(=O)C1=C(N2CCOCC2)/C(=C/c2ccccc2)CC1)S(C)(=O)=O,-2,0.9,0,-3,-0.026,0.2,2.9*,9%,2
c1ccc(-c2nn3c(C4CCCCC4)nnc3s2)nc1,7,0.9,-16,0,-0.77,-0.66,1.2,2%,-11
CC(C)C(NC(=O)C1CCCCC1)C(=O)Nc1ccc2c(c1)OCCO2 (stereo not drawn),38,0.9,-2,2,0.17,-0.19,1.1,6%,-5
O=S(=O)(NCC1CC1)c1cccc(S(=O)(=O)N2CCCC2)c1,8,0.9,17,6,0.67,0.65,1.2,6%,-35
Cc1ccc(OCCn2nc3ccccc3n2)c(C)c1,6,1,20,7,0.096,0.3,1.1,5%,12
O=C(O)COc1ccc2c(c1)OCCO2,-7,0.9,-13,5,0.63,0.085,1,7%,-3
CCOC(=O)c1ccc(NS(=O)(=O)c2cccc3nsnc23)cc1,-13,0.9,-8,3,0.02,-0.026,1.1,2%,30
c1ccc(-c2ccc(OCCCn3cncn3)cc2)cc1,24,0.9,13,10,-0.054,-0.15,1.1,5%,3
O=C(COc1ccccc1)NCC(=O)NC1=NCCS1,-4,0.9,-21,3,-0.14,-1,1.1,0%,-17
Cn1c(N)c(C(=O)COC(=O)C2(c3ccccc3F)CCCC2)c(=O)n(C)c1=O,8,1,11,0,-0.49,3.8,1.1,7%,-1
CC(C)Sc1nc2c(c(=O)[nH]c(=O)n2C)n1Cc1ccc(Cl)cc1,2,0.9,23,12,0.63,-0.049,1.1,9%,-7
CCCCCc1cc(O)c2c(C)cc(=O)oc2c1,-3,1,-21,9,-2,0.44,1.1,4%,86*
O=C(CCCC(=O)NCC1CCCO1)NCC1CCCO1 (stereo not drawn),-14,1,-2,3,0.71,0.031,1.1,9%,-2
CNC(=O)C1CC(=O)N(Cc2ccccc2)C(=Nc2ccc(OC)cc2)S1 (stereo not drawn),-3,1,16,4,-0.82,10*,1.1,3%,-4
Cc1nc2ccccn2c1P(=Nc1ccccc1)(N(C)C)N(C)C,-3,0.9,-21,13,-1.7,0.28,1,7%,-19
CN1CCN(C(=O)c2cc(-c3ccccc3)on2)CC1,20,1,12,6,0.025,0,1.1,9%,-7
C=C(C)CSc1nnc(-c2ccc(OC)c(OC)c2)n1N,23,0.9,3,10,1.1,-0.44,1.1,1%,-3
CCOC(=O)c1c(C)n(C)c2c(C)cc(O)c(OC(=O)CC)c12,12,0.9,0,8,-0.14,0.25,1.1,2%,-12
CCN(CCCNC(=O)C1CCN(S(=O)(=O)N2CCOCC2)CC1)c1cccc(C)c1,4,1,39,13,-0.76,0.59,1.1,7%,0
O=C(O)C1CCCN1C(=O)c1cccs1 (stereo not drawn),-11,0.9,-12,6,0.54,1.4,1,3%,-17
COc1ccc2c(c1)CCc1c(C(=O)NCCc3ccc(OC)c(OC)c3)noc1-2,-4,0.9,12,-5,0.49,-0.39,1.2,5%,12
CCc1nc2ccccc2c(=O)n1NC(=O)c1c(O)c2ccccc2[nH]c1=O,-6,1,-20,10,0.29,-0.57,1.1,4%,85*
COc1ccc2c(c1OC)C(=O)N1c3ccccc3C(=O)N(c3ccccc3F)C21 (stereo not drawn),15,1,-25,nt,0.095,9.3*,1.1,3%,18
Cc1ccc(CNC(=O)c2cc3c(=O)n4ccccc4nc3n(Cc3ccco3)c2=N)cc1,-38,0.9,-39,-17,0.33,4.8*,2.3*,7%[fluoresces],4
COC(=O)COc1ccc(S(=O)(=O)Nc2ccc3c(c2)OCCO3)cc1Cl,2,0.9,17,-13,-1.4,1.2,1.1,1%,33
Oc1ccc(Nc2nc(N3CCCC3)c3ccccc3n2)cc1,20,1,10,6,0.091,0.085,1.1,6%,33
CCOc1ccc(CCNC(=O)CN(C)S(=O)(=O)c2ccc3c(c2)CCC(=O)N3)cc1OCC,-2,nt,2,nt,-0.16,0.54,1.1,4%,-6
NCCCCCNC(=O)/C=N\O,11,1,5,2,-0.22,-0.7,1.1,4%,-17
O=C(C1CCC1)N1CCc2cc(S(=O)(=O)NCc3cccnc3)ccc21,-4,1,16,4,0.71,-2,1.1,6%,-8
O=C(CCCc1nc(-c2ccccc2)no1)Nc1cccnc1,-4,1,8,-8,-0.18,-0.41,1.1,3%,11
COc1ccc(S(=O)(=O)NCCC(=O)NC(C)c2ccccc2)cc1 (stereo not drawn),-9,1,-15,3,-0.19,-0.63,1.1,3%,-3
COc1ccccc1CN(Cc1ccco1)S(=O)(=O)c1ccc(-n2cnnn2)c(OC)c1,-6,0.9,-1,9,nt,nt,1.2,2%,29
CCS(=O)(=O)N1CCCC(C(=O)NCCCOC)C1 (stereo not drawn),6,0.9,-9,-1,0.012,-0.31,1.1,5%,-26
CCOc1ccc2[nH]c(=O)c(CN(Cc3ccco3)C(=O)c3cccc(F)c3)cc2c1,18,0.9,21,6,0.03,0.019,2.9*,15%,-3
CCOCCCNC(=O)N[C@@H](Cc1ccccc1)C(=O)OC,4,0.9,-13,2,-0.13,0.55,1.2,3%,-9
CCc1nnc(NC(=O)c2c(O)c3c([nH]c2=O)CCCC3)s1,29,0.9,-5,2,-0.00094,-1,1.1,3%,5
CN(CCCNC(=O)c1ccc(N2CCCC2=O)cc1)c1ccccc1,3,1,-16,6,nt,nt,1.1,7%,9
CC(=O)NC1(NC(C)=O)CCN(C)C(c2ccccc2)C1C (stereo not drawn),-11,1,-10,9,0.33,0.08,1.1,4%,-9
Cc1nn(C2CCCCC2)c(N)c1-c1ccccc1,21,0.9,18,2,0.83,1.5,1.1,9%,2
CCOC(=O)c1c(C)oc2c1c(/C=N/c1ccccn1)c(O)c1ccccc12,20,0.7,6,8,-0.004,0.97,1,10%,-5
CC1CC(NC(=O)c2cnc3n(c2=O)CCS3)CC(C)(C)C1 (stereo not drawn),-6,0.8,9,11,1.3,-0.027,1,3%,-1
CCOC(=O)c1c(C)[nH]c(C(=O)CSc2nc3ccccc3o2)c1C,6,1,5,8,-0.97,-0.15,1,4%,6
CCc1nnc(NC(=O)C2CCN(C(=O)NC3CCCCC3)CC2)s1,21,1,4,-4,0.36,0.5,1.1,8%,2
O=C(Nc1ccccc1C(=O)N1CCOCC1)c1noc2c1CCCC2,1,0.9,-22,3,0.75,0.1,1.1,13%,-31
COc1ccc(N(CC(O)CN2CCCCC2)S(=O)(=O)c2ccc(C)cc2)cc1 (stereo not drawn),-6,0.9,-7,7,1,-0.013,1.1,6%,-13
c1cncc(-c2nnc(-c3cccs3)o2)c1,16,1.1,14,8,1.2,-0.4,2.3*,6%,-5
CCN(CC)S(=O)(=O)c1ccc(NC(=O)COc2c(OC)cccc2OC)cc1,-8,0.9,-3,0,-0.4,-0.052,1.1,1%,1
COc1ccc(OC)c(CNC(=O)CCc2nc(-c3cccs3)no2)c1,-1,1,-20,-1,0.037,0.42,1.1,4%,6
Cc1cc(C)nc(N(C#N)Cc2ccc(Br)cc2)n1,-9,1,9,-1,-0.58,0.05,1.1,0%,50
Cc1cc(C)cc(N(CC(=O)N2CCC(C)CC2)S(C)(=O)=O)c1,14,1,-12,2,-0.66,-0.11,1.1,0%,4
O=C(NCc1ccccc1)N1CCn2c(nc3ccccc32)C1,-14,1,-1,7,0.99,0.0044,1.1,2%,21
O=C(CCNS(=O)(=O)c1ccc(Br)s1)N1CCCCC1,-24,0.9,-4,8,0.55,-0.54,1,2%,-9
CC(c1ccccc1)C1C(C#N)=C(N)SC(N)=C1C#N (stereo not drawn),10,0.9,-2,16,0.27,0.18,1.1,5%,2
Cc1ccc(C(=O)N(c2ccccn2)C(C)c2ccco2)cc1 (stereo not drawn),14,0.9,-7,0,-0.11,-0.0046,1,5%,-2
O=c1c2c(n3nnnc3n1Cc1ccccc1)-c1ccccc1CC21CCCC1,-1,0.8,0,-4,0.09,0.059,1.2,4%,-3
CCOc1ccc(Nc2ncnc3c2cnn3-c2ccccc2)cc1,17,0.9,17,7,-0.04,3.2*,1.5,1%,-6
CCC(=O)c1ccc(N2CCN(C(=O)Cc3ccccc3)CC2)c(F)c1,-12,1.1,-7,-5,-0.57,0,1.1,6%,46
COc1ccc(CNC(=O)CCc2nc(-c3ccccc3F)no2)c(OC)c1,-3,0.9,-9,6,0.99,-0.26,1,10%,3
COc1ccc(OC)c(N(CC(=O)N2CCCC2)S(=O)(=O)c2ccc(OC)c(OC)c2)c1,-2,1,-19,8,-0.18,0.31,1.1,4%,-9
Cc1ccc(-n2c(Cc3cccs3)nnc2SCC(=O)OC(C)C)cc1,-5,0.9,-2,6,nt,nt,1.1,3%,19
CCCOC(=O)c1[nH]c2c(c1C)C(=O)CC(c1ccc(OC)c(OC)c1)C2 (stereo not drawn),0,0.9,30,0,0.94,2,1.1,10%,-12
